APJ ag: agonists of human APJ apelin receptor; CHO-K1 APJ PathHunter beta-arrestin, luminescence; 0% DMSO wells, 100% apelin; activation, % at 20 µM; 330,000 tested, 0.11% active; P35414;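 active = activation more than six SD over the plate average, tested at 20 µM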;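 note: 0% = DMSO alone and 100% = apelin-13 at 10 nM; some results filed as inactive read as strong as hits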
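Material: CHO-K1 APJ beta-arrestin complementation cell line; Input: cell density 1000 per well; Incubation: compound stimulation 90 min at 25 °C, detection 60 min; Signal: luminescence from split beta-galactosidase complementation, Galacton Star/Emerald II substrate; Controls: DMSO-only wells as negative, 10 nM Apelin-13 as positive control.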
Mdm2-MdmX inh: inhibitors of human Mdm2/MdmX interaction | inhibition, % at 8 µM | SaOS-2 split-luciferase Mdm2/MdmX complementation, luminescence | 330,000 tested, 3% active | O15151+Q00987;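 active = inhibition of at least 50% at 8 µM in the primary screen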
Target sequence (O15151 whole entry, looked up): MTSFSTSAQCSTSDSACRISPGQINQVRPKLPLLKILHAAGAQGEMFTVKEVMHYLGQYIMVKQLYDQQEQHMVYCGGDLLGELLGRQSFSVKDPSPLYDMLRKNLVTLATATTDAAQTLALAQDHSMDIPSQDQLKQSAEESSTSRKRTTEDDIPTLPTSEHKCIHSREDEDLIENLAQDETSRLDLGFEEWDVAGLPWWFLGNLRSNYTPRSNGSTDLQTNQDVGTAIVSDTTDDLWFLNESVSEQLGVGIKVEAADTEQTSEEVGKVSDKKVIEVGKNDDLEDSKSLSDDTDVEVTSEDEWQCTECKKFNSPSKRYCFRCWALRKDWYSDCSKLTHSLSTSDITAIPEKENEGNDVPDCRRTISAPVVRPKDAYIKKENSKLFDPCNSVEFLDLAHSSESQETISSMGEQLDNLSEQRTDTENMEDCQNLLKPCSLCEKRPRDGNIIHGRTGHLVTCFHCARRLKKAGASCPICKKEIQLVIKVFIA
Target sequence (Q00987 whole entry, looked up): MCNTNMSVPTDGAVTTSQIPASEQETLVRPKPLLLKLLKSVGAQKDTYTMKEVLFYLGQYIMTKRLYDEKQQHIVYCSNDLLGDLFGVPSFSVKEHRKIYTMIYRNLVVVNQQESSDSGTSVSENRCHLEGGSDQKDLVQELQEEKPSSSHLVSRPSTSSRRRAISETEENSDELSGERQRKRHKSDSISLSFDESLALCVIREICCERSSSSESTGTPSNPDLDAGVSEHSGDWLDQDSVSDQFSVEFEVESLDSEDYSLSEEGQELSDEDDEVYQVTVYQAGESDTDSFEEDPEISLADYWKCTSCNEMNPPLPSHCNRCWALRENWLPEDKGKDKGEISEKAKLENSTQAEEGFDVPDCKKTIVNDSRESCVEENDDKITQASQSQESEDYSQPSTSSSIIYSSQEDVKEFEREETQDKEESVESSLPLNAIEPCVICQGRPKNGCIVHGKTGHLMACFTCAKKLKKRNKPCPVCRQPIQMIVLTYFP
NR3A LBD binder: modulators (binders) of human NR3A ligand-binding domain; AID 1259313; NR3A LBD differential scanning fluorimetry, Tm shift; 0% = protein alone, 100% = glycine-bound protein; 340,000 tested, 2.5% active; Tm shift relative to glycine control, % at 25 µM;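 active = melting temperature shift of at least 10% of the positive control shift, at one fixed dose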
UPR CHOP act: apoptotic UPR (CHOP) activation; CHO-CHOP luciferase reporter, luminescence; percent of tunicamycin response over DMSO baseline; activation, % at 10 µM; 330,000 tested, 0.34% active; AID 449763;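 active = at 10 µM dose, activation of 40% or more, normalized to positive control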;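 note: 100% = tunicamycin at 10 µg/mL and 0% = DMSO alone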
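Test system: CHO CHOP reporter cells. Input: 500 CHO-CHOP cells per well. Medium: F12 with 10% FBS. Technique: luciferase luminescence. Measure: percent activation relative to tunicamycin control. Dosing: 10 µM compound, 0.5% DMSO. Timing: 16-18 h cell attachment, then 6 h compound exposure, 37 °C.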
XBP1 UPR activ: adaptive UPR (XBP1) activation. CHO-XBP1 luciferase reporter, IRE1-XBP1 UPR activation, luminescence; percent of tunicamycin response, DMSO as zero. activation, % at 20 µM. 330,000 tested, 0.33% active. AID 463104;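 active = versus positive control, 20 µM dose yields 30% or more activation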;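 note: 100% = tunicamycin at 10 µg/mL and 0% = DMSO only wells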
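Material: CHO-XBP1 cells stably carrying IRE1-XBP1-driven luciferase reporter | Medium: F12 with 10% serum | Compound dosing: 20 µM single concentration, DMSO 1% | Incubation: Overnight seeding at 37 °C, 6 h compound treatment at 37 °C | Detection: Steady-Glo luminescence read | Read-out basis: % activation of reporter signal versus tunicamycin and DMSO controls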
tim23-1 inh: inhibits growth of tim23-1 mutant yeast; S. cerevisiae tim23-1 growth, BacTiter-Glo luminescence, 24 h; 330,000 tested, 1.3% active; inhibition, % at 20 µM;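 active = growth inhibition of the mutant yeast at or above 50%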;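 note: temperature-sensitive mutant grown at 25 °C; plate controls were DMSO-treated mutant yeast for no effect and medium wells lacking yeast for full effect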
tim10-1 inh: inhibits growth of tim10-1 mutant yeast. S. cerevisiae tim10-1 ts strain growth, BacTiter-Glo, 24 h. inhibition, % at 20 µM. 330,000 tested, 2.2% active;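 active = inhibition of at least 40%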;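 note: mutant grown at 25 °C; 0% = DMSO wells with yeast and 100% = wells holding no yeast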
TIM10 inh: growth inhibitors of TIM10 yeast strain. AID 463195. inhibition, % at 10 µM. 330,000 tested, 1.4% active. S. cerevisiae TIM10 strain growth, BacTiter-Glo luminescence, 24 h;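 active = inhibition of 40% or more at the single tested concentration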;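 note: wild-type TIM10 isogenic control strain grown at permissive 25 °C; 0% = DMSO yeast wells and 100% = minimal medium wells without yeast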
NLRP3 yeast inh: inhibitors of NALP3 inflammasome in yeast | inhibition, % at 10 µM | AID 2825 | Yeast reconstituted NLRP3/ASC/caspase-1, beta-gal luminescence, 24 h | 330,000 tested, 0.39% active;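 active = inhibition of 50% or more; inactive = inhibition below 50%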;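 note: plate controls were induced DMSO wells for no effect and uninduced yeast grown without galactose for full effect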
Numbers without * were called inactive. No enrichment for hits; 8.2% or so of the library scored in one or more.

SMILES | APJ ag | Mdm2-MdmX inh | NR3A LBD binder | UPR CHOP act | XBP1 UPR activ | tim23-1 inh | tim10-1 inh | TIM10 inh | NLRP3 yeast inh
Cc1ccc(S(=O)(=O)NCCCC(=O)N2CCC(C)CC2)cc1 | -1 | -20 | 1 | -0.2 | -2 | 10 | 3 | -7 | 13
Cc1ccc(-n2cc(C(=O)c3ccccc3O)cn2)cc1 | -4 | -50 | 1 | -3.6 | -3 | 7 | 11 | 24 | 5
CC(=O)Nc1nc(C)c(C(C)C)s1 | 0 | -11 | -1 | 0.6 | -2 | 6 | 12 | -3 | -5
O=C(NNC(=O)C1CCCC1)c1ccccc1F | 2 | -6 | 0 | 0.3 | 3 | 16 | 16 | 5 | 14
COc1cc(NC(=O)c2ccc3c(c2)OCO3)c2ncccc2c1 | 0 | -20 | -16 | 2.7 | 4 | 9 | 8 | 27 | 20
O=C(NCc1ccco1)c1cc([N+](=O)[O-])ccc1N1CCCCC1 | -4 | 20 | -2 | -0.1 | 0 | 10 | 27 | 20 | 24
Cc1cccc(C2c3[nH]c4ccccc4c3CCN2Cc2ccc(C)s2)n1 (stereo not drawn) | -4 | -1 | -1 | 0.0 | -4 | 4 | 13 | 8 | -17
CCOc1ccc(NC(=O)Cn2nnc(-c3ccccc3F)n2)cc1 | 1 | 15 | 5 | 0.8 | 0 | 0 | -7 | 5 | 4
CCOc1ccc(NC(=S)N(CCc2c(C)[nH]c3ccc(C)cc23)Cc2cccnc2)cc1 | -5 | 11 | -9 | -0.9 | -2 | 14 | 10 | 6 | 19
Cc1nn(-c2ccccc2)c(C)c1C(=O)OCC(N)=O | 0 | 12 | 0 | 0.9 | -3 | 10 | -2 | 10 | 14
COc1ccc(S(=O)(=O)N(C)C)cc1NC(=O)CSC(C)C(=O)Nc1cc(C)on1 (stereo not drawn) | -4 | -16 | 2 | -0.9 | -2 | -3 | -10 | 6 | 9
Cc1ccc2c(c1)nnn2C1CCN(S(C)(=O)=O)CC1 | -3 | -21 | 2 | -0.7 | 0 | -4 | 6 | 5 | -7
CC(=O)Nc1ccc2c(CSc3nnc(-c4cccnc4)n3-c3ccc(C)cc3C)cc(=O)oc2c1 | 0 | 1 | -13 | 0.6 | 0 | 6 | 15 | 7 | 8
NNc1nc(-c2ccccc2Cl)nc2ccccc12 | -3 | 14 | -4 | 1.8 | -4 | 21 | 21 | 12 | 15
COC(=O)c1ccc(C)c(NC(=O)CSc2sc3c(O)cc(=O)[nH]c3c2C#N)c1 | 1 | 17 | -7 | -1.2 | -3 | 3 | 4 | 3 | 12

Reprinted at random: four records from the list
SMILES | APJ ag | Mdm2-MdmX inh | NR3A LBD binder | UPR CHOP act | XBP1 UPR activ | tim23-1 inh | tim10-1 inh | TIM10 inh | NLRP3 yeast inh
CCOc1ccc(NC(=O)Cn2nnc(-c3ccccc3F)n2)cc1 | 1 | 15 | 5 | 0.8 | 0 | 0 | -7 | 5 | 4
Cc1ccc2c(c1)nnn2C1CCN(S(C)(=O)=O)CC1 | -3 | -21 | 2 | -0.7 | 0 | -4 | 6 | 5 | -7
Cc1nn(-c2ccccc2)c(C)c1C(=O)OCC(N)=O | 0 | 12 | 0 | 0.9 | -3 | 10 | -2 | 10 | 14
Cc1cccc(C2c3[nH]c4ccccc4c3CCN2Cc2ccc(C)s2)n1 (stereo not drawn) | -4 | -1 | -1 | 0.0 | -4 | 4 | 13 | 8 | -17

Continuation:
SMILES | APJ ag | Mdm2-MdmX inh | NR3A LBD binder | UPR CHOP act | XBP1 UPR activ | tim23-1 inh | tim10-1 inh | TIM10 inh | NLRP3 yeast inh
Cc1nc(NC(=O)C2CC2)sc1C(=O)N(C)C | -2 | -22 | 5 | 0.5 | 0 | 2 | 13 | -7 | 4
COC(=O)CSc1nc(C2CC2)nc2ccccc12 | 2 | 9 | -5 | -0.2 | -2 | 28 | -9 | 9 | 26
Cc1ccc(S(=O)(=O)NC(=O)COc2ccccc2)cc1 | -3 | -4 | 2 | 2.1 | -1 | 4 | 1 | 6 | 12
CCc1nnc(NC(=O)c2ccc(Cl)nc2)s1 | -2 | -23 | 0 | 0.7 | -2 | 12 | 19 | 1 | -9
Cc1nn(-c2ccccc2)c(Cl)c1/C=C1\C(=O)N(C)C(=S)N1C | -2 | 2 | 0 | 0.5 | 9 | 5 | 21 | -6 | 13
O=C(Nc1ccon1)c1nc[nH]c1C(=O)NCc1ccccc1 | -2 | 24 | -3 | 2.3 | 5 | -1 | 8 | 7 | 7
CC1CCN(c2nc3c(c(=O)[nH]c(=O)n3C)n2Cc2ccccc2Cl)CC1 | -3 | 5 | -2 | 2.4 | 0 | 29 | 32 | -5 | 6
CCn1c(/C=C/c2c[nH]c3ccccc23)nc2ccccc2c1=O | 0 | -210 | 1 | 6.9 | 15 | 4 | -22 | -21 | 3
COc1cc(C)c(C#N)c(OC)n1 | 8 | -6 | 1 | -0.6 | -3 | 9 | 2 | -22 | 12
O=C(NC1CCCCC1)C(c1ccco1)N(C(=O)c1csnn1)c1ccc(Cl)cc1 (stereo not drawn) | 2 | -8 | -2 | 2.3 | -8 | 16 | 7 | 5 | 14
Cc1c(NC(=O)CSc2nc(N)cc(N)n2)c(=O)n(-c2ccccc2)n1C | -1 | 1 | 1 | -1.0 | 0 | 5 | 1 | 4 | 3
COc1ccc(CN2C(=O)c3ccccc3C2C(=O)NC2CCC(C)CC2)c(OC)c1 (stereo not drawn) | -3 | 7 | -1 | -2.1 | 1 | 15 | 14 | 1 | 2
CS(=O)(=O)NCc1ccc(C(=O)NCCOc2ccccc2)cc1 | 4 | -23 | 8 | -0.4 | -3 | 15 | -1 | 0 | 8
CCCCNC(=O)Nc1ccccc1C(=O)NCCC | -3 | -7 | -1 | 1.2 | -2 | 10 | 8 | 8 | -10
CC(=O)c1sc(NC(=O)COc2ccc(C)c(C)c2)nc1C | -2 | 1 | 3 | 7.2 | 0 | 2 | -10 | 0 | 17
COc1ccc(OCC(O)CNC(=O)Nc2ccc(C(C)(C)C)cc2)cc1 (stereo not drawn) | -1 | 18 | -1 | 4.0 | -3 | 12 | 4 | -15 | -10
Cn1c(N)c(Sc2ccccc2[N+](=O)[O-])c(=O)n(C)c1=O | -2 | -6 | 1 | 0.3 | 1 | 3 | -21 | 5 | 7
CCOC(=O)c1[nH]c2ccccc2c1NC(=O)C1CCCCC1 | -3 | 22 | -1 | 0.0 | -2 | -7 | -4 | 0 | 0
CC(=O)c1cn(CC(=O)Nc2ccc(C)c(C)c2)c2ccccc12 | -1 | -24 | 1 | -0.7 | -1 | -7 | 7 | 15 | -6
O=C(c1ccco1)N1CCN(C(=O)C(c2ccccc2)c2ccccc2)CC1 | -8 | -7 | 1 | 0.1 | 1 | 20 | 13 | 15 | 2
COc1ccc(CCN2CC(C(=O)NCCCn3nc(C)cc3C)CCC2=O)cc1 (stereo not drawn) | -1 | 12 | 0 | 2.2 | -2 | -16 | -8 | 6 | -1
COc1ccc(CCN2C(=O)c3ccccc3C2(O)c2ncc[nH]2)cc1OC (stereo not drawn) | -6 | 2 | -1 | -0.7 | -1 | -3 | 4 | -5 | -12
Cc1ccc(Sc2c(C(=O)Nc3ccc(F)cc3F)c(C(F)(F)F)nn2C)cc1 | -1 | 11 | -2 | -3.0 | 0 | 16 | 20 | 5 | -1
Cc1ccc(C)c(NC(=O)c2ncn[nH]2)c1 | -2 | 21 | 0 | 2.3 | 5 | 1 | -1 | 1 | 0
CCOc1ccc(NC(=O)CSc2nnc(-c3ccccn3)n2C)cc1 | -3 | 2 | 5 | -1.1 | 0 | 18 | 8 | 0 | 8
CCOc1cc(C)nc(NCc2ccccc2)n1 | 0 | -15 | 5 | -0.4 | 0 | 9 | 22 | 15 | -7
O=C(NCC(=O)N1CCOCC1)c1ccccc1 | 1 | 2 | 1 | 2.6 | -1 | 1 | -7 | 9 | 2
CCOC(=O)c1c(-c2ccc(OC)cc2)csc1NC(=O)COc1ccc2c(C)cc(=O)oc2c1 | -2 | 61* | -1 | 5.5 | 0 | 10 | -1 | 7 | 0
CC1(C)C2CC[C@]3(C)C(CC=C4[C@@H]5C[C@@](C)(CO)[C@@H](O)C[C@]56C[C@@H](OC6=O)[C@]43C)[C@@]2(C)CC[C@@H]1O (stereo partly drawn) | -1 | 6 | -3 | -1.8 | 0 | 0 | -15 | -14 | 36
CSc1ncccc1C(=O)N1CCCC(C(=O)c2ccc3ccccc3c2)C1 (stereo not drawn) | 0 | 5 | -2 | 0.7 | -1 | 18 | 6 | 12 | -15
CCN(CCNC(=O)CCCn1nc(C)n2c(cc3sccc32)c1=O)c1ccccc1 | -3 | 21 | 2 | 0.1 | -3 | 19 | 14 | 6 | 0
Cc1cccc(C(=O)OC(C)CN2CCOCC2)c1 (stereo not drawn) | 0 | 8 | -1 | 0.8 | 5 | 15 | 24 | -11 | 11
Cc1cc(C(=O)CN2C(=O)NC3(CCC(C)CC3)C2=O)c(C)n1C (stereo not drawn) | -4 | -20 | -2 | -0.4 | 1 | 12 | 5 | 0 | 15
Cc1ccc(NC(=O)CSCC(=O)N2CCN(Cc3ccc4c(c3)OCO4)CC2)cc1 | 0 | 8 | 10 | -0.1 | -4 | 8 | 6 | 1 | 4
Cc1cc(C)cc(N(CC(=O)NC2CCCCC2)C(=O)c2ccc(C)s2)c1 | -5 | 9 | 0 | 0.1 | -2 | 32 | 33 | 33 | -2
O=C(Nc1cccc(Cl)c1)c1cc(S(=O)(=O)N2CCOCC2)cs1 | 6 | 27 | 31* | -0.2 | -3 | 14 | 9 | -12 | 5
COc1ccccc1NC(=O)Cn1nnc(-c2ccccc2NC(=O)c2cccs2)n1 | 0 | 48 | 4 | -2.0 | -3 | -22 | -22 | -9 | -14
COc1cc(OC)cc(C(=O)NCC(=O)NCc2ccccn2)c1 | -1 | -2 | 1 | 1.8 | 3 | 5 | 7 | 3 | -8
O=C(Nc1nc(-c2cc(F)ccc2F)cs1)c1ccccn1 | -7 | 42 | -2 | 4.3 | 2 | -11 | 24 | 19 | 16
COc1ccccc1CC(=O)NC1CCN(Cc2ccccc2)CC1 | -5 | -2 | 0 | 1.5 | -5 | -3 | -17 | -8 | 25
O=C(Cc1c[nH]c2ccccc12)NC1(C(=O)NC2CCCCC2)CCCCC1 | 0 | 6 | -3 | 2.5 | -2 | 6 | 10 | 6 | 7
COc1nc(N)c(C#N)c(-c2ccc(N(C)CCC#N)cc2)c1C#N | 12 | 73* | -1 | 0.7 | 2 | -2 | -15 | 12 | 3
CCOc1ccc(N2C(=O)CC(NCCc3ccc(S(N)(=O)=O)cc3)C2=O)cc1 (stereo not drawn) | -1 | -3 | 0 | -5.7 | -2 | 11 | 19 | 13 | 17
O=C(NCc1ccc2c(c1)OCO2)c1ccc(-n2cnnn2)cc1 | -4 | 6 | 2 | -0.8 | 2 | 9 | 14 | -6 | -9
COc1ccccc1NC(=O)/C(C#N)=C/c1cc([N+](=O)[O-])ccc1N1CCCC1 | -1 | -5 | 1 | 2.0 | -3 | 4 | 19 | 21 | 16
